# High-throughput results deposited in PubChem by National Center for Advancing Translational Sciences (NCATS).
# IL2 activator: IL-2 activation | AID 652025 | activation, % (series mostly up to about 46 µM) | IL-2 activation reporter assay, cell-based qHTS; stimulated with anti-CD3/CD4/CD28 beads; in transgenic mouse T cells | 360,000 compounds, 0.065% hits; in the data active = activation above about 50%; inconclusive = mostly about 30% to 49%; also: 0% is about no effect
#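 Using fluorescent plate cytometry, EGFP and DsRed are detected in transgenic mouse T cells stimulated 18 h at 37 degrees C with antibody-coated beads after 60 min compound pretreatment.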
# EPAC1 antagonist: EPAC1 (human) antagonism; O95398; EPAC1 GEF assay, Rap1b-BODIPY-GDP exchange fluorescence; Potency, µM (series often up to 115 µM), without a hit: at the highest dose activity change, negative = inhibition, usual class: inhibitors; 360,000 compounds, 0.14% hits; AID 720709;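 also: potency is read from the fitted curve at half-maximal effect; plate controls were vehicle for no effect and positive control for full effect; nearly all actives have a fitted effect of over 50% in size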
# PI5P4K alpha inh: inhibitors of human PI5P4K alpha. P48426. PI5P4Kalpha enzyme, ADP-Glo luminescence, 60 min; hits give low values. max response, %. 330,000 compounds, 1.2% hits. AID 652105; active = max response of -50% or lower; inconclusive = between -30% and -50%; inactive = -30% or higher; also: value at the top dose of about 77 µM; % is scaled to controls: 0 for no effect and ±100 for the full control effect
# Target sequence (P48426 whole entry, looked up): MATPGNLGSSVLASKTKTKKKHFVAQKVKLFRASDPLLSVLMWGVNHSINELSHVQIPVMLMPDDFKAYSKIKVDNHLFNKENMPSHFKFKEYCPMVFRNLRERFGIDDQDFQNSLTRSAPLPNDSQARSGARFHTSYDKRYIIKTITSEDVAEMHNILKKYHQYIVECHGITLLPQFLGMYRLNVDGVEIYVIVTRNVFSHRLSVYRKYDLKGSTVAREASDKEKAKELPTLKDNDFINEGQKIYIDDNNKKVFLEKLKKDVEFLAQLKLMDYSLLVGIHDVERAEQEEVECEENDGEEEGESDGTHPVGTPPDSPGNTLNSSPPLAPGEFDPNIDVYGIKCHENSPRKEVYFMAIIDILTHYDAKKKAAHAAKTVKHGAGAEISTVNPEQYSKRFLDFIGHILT
#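 PI5P4Kalpha ADP-Glo assay; 5 microM ATP final; 60 min RT reaction; HEPES pH 7.4/EGTA/CHAPS, 5% DMSO; controls lacking substrate or enzyme; luminescent end-point.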
# Abeta yeast res: restores growth of yeast expressing A-beta42 peptide. Potency, µM (doses to about 46.1 µM), without a hit: top-dose growth rescue, usual class: activators. yeast expressing A-beta42, growth rescue, OD600, 48 h; response scale: 0% DMSO, 100% iron-clioquinol control. AID 1347071. 410,000 compounds, 0.063% hits; also: potency is read from the fitted curve at half-maximal effect; nearly all actives have a fitted effect of over 55% in size
#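 Yeast A-beta toxicity model in growth medium with pinned compounds, 48 h at 30 C; growth read as absorbance at 600 nm. Normalized to FeCl3/clioquinol equimolar mix (positive) and DMSO (negative).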
# WRN inhibitor: WRN helicase (human) inhibition; Q14191; WRN helicase unwinding, fluorescent forked duplex, kinetic; Potency, µM (doses to about 114 µM), inactives show at the highest dose activity change, negative = inhibition, hits mostly inhibitors; 360,000 compounds, 0.46% hits; AID 651768; also: potency is read from the fitted curve at half-maximal effect; % is scaled to controls: 0 for no effect and ±100 for the full control effect; nearly all actives have a fitted effect of over 55% in size
#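 Kinetic red-fluorescence monitoring (525/598 nm) tracks WRN helicase activity after 100 nM fluorophore-quencher forked duplex and 2 mM ATP are added to 20 nM enzyme pretreated 15 min at room temperature with compound.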
# EPAC1 ag: agonists of human EPAC1; EPAC1 agonist qHTS, biochemical assay; response scale: 100% = response to 6.5 mM cAMP; Potency, µM (series often up to 154 µM), without a hit: top-dose activation, actives largely listed as activators; 360,000 compounds, 0.073% hits; AID 720707; also: potency is read from the fitted curve at half-maximal effect; nearly all actives have a fitted effect of over 60% in size
#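 Nucleotide exchange assay: 100 nM EPAC1 with 250 nM Rap1B loaded with BODIPY-GDP and 50 uM GDP, room temperature. Fluorescence (480/540 nm) read every 5 min for 30 min; signal change normalized to 6.5 mM cAMP as full agonist.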
# FUS suppressor: suppressors of FUS proteinopathy in yeast; S. cerevisiae FUS-expressing, growth rescue, OD600, 24 h; 390,000 compounds, 0.24% hits; Potency, µM (highest dose often 76.6 µM), for the others: at the highest dose growth rescue (activation), usual class: activators;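 also: potency is read from the fitted curve at half-maximal effect; plate controls were DMSO vehicle for no effect and reference control for full effect; nearly all actives have a fitted effect of over 55% in size; some results filed as inactive show a strong effect at the top dose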
#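 Yeast expressing FUS under galactose induction, OD 0.005 in 2% galactose medium; compounds in a dilution series, 24 h at 30C. Growth rescue by absorbance at 600 nm; CP55940 positive control, DMSO negative.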
# PLK1 PBD inh: inhibitors of human PLK1 polo-box domain binding; P53350; Plk1 PBD binding of FITC phosphopeptide, fluorescence polarization; Potency, µM, inactives show max response, negative = inhibition, usual class: inhibitors; 360,000 compounds, 2.8% hits; also: potency is read from the fitted curve at half-maximal effect; series mostly up to about 57 µM; % is scaled to controls: 0 for no effect and ±100 for the full control effect; nearly all actives have a fitted effect of over 65% in size
# Target sequence (P53350 whole entry, looked up, the tested form may be a part): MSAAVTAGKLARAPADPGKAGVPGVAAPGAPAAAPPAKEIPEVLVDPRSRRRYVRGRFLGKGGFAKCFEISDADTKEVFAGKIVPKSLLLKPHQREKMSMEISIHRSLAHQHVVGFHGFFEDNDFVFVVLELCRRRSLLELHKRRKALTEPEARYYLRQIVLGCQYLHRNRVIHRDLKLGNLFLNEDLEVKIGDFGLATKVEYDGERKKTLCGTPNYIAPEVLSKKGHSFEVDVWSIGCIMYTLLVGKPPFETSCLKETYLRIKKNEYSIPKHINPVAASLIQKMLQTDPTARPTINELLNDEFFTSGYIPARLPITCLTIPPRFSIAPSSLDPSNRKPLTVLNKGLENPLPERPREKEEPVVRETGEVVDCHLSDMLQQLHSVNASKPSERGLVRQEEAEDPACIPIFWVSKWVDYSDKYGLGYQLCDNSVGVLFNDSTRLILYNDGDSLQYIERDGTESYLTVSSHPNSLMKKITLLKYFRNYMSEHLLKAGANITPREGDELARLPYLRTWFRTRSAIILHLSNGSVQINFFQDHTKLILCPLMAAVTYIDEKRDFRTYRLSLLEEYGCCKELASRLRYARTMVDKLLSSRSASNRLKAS
# * marks the source's active call; other numbers are inactive results; ? = inconclusive; nt = not tested or not shown; [ ] = another dose, or the depositor's remark. Unless noted, calls follow the shape of the dose curve; as a rule, active = well fitted curve in the direction sought with a large enough effect; inconclusive = small, poorly fitted or top-dose-only effect, or another doubt; inactive = no such curve, though single readings can be large; an effect the other way counts as inactive or inconclusive.
SMILES,IL2 activator,EPAC1 antagonist,PI5P4K alpha inh,Abeta yeast res,WRN inhibitor,EPAC1 ag,FUS suppressor,PLK1 PBD inh
Cc1cc(C)cc(C(O)c2ncc(-c3cccc(F)c3)[nH]2)c1 (stereo unspecified),0.1,-2%,5,23%,-1%,-1%,-13%,-5%
COCCN(C(=O)CCN1C(=O)C2CC=CCC2C1=O)c1c(N)n(CC(C)C)c(=O)[nH]c1=O (stereo unspecified),0.4,1%,-2,5%,9%,-6%,-10%,-13%
COc1ccc(C(CNC(=O)COc2ccccc2)N2CCOCC2)cc1 (stereo unspecified),3.0,2%,-4,11%,-8%,1%,-10%,0%
CC1CCCC(NC(=O)C2CCCN2S(=O)(=O)c2cccc3nsnc23)C1C (stereo unspecified),-0.1,-5%,-5,-4%,7%,-6%,3%,-4%
COc1ccc2[nH]c(-c3ccccc3)cc2c1,-0.6,-10%,-4,26%,?,5%,14%,-2%
CCOc1ccc(OCCOC(=O)CN(C)S(=O)(=O)c2ccc(NC(C)=O)cc2)cc1,-3.2,7%,11,-18%,-1%,-14%,23%,0%
Cn1c(N)c(C(=O)COC(=O)/C=C/c2ccc(S(=O)(=O)N3CCOCC3)cc2)c(=O)n(C)c1=O,4.6,-25%,1,-1%,8%,-1%,12%,-18%
O=C(NCC(c1ccco1)N1CCc2ccccc2C1)C(=O)Nc1ccccc1 (stereo unspecified),-2.9,2%,3,11%,-8%,5%,5%,1%
O=C(CC1NC(=O)NC1=O)Nc1ccc(Cl)cc1 (stereo unspecified),-1.1,9%,-1,19%,1%,2%,-11%,1%
COC(=O)/C=C/COc1ccccc1[N+](=O)[O-],-1.1,-28%,-67*,-47%[inhibitor],-2%,-12%,-5%,3.4µM*
COC(=O)c1c(NC(=O)C2=COCCO2)sc(C)c1C,-0.6,-23%,5,11%,-22%,-12%,12%,-7%
CCn1c(=NC(=O)CSCC(=O)Nc2nccs2)sc2ccccc21,0.4,-7%,1,18%,0%,-1%,-17%,-5%

# Random excerpt: 4 compounds from above.
SMILES,IL2 activator,EPAC1 antagonist,PI5P4K alpha inh,Abeta yeast res,WRN inhibitor,EPAC1 ag,FUS suppressor,PLK1 PBD inh
COC(=O)/C=C/COc1ccccc1[N+](=O)[O-],-1.1,-28%,-67*,-47%[inhibitor],-2%,-12%,-5%,3.4µM*
CCn1c(=NC(=O)CSCC(=O)Nc2nccs2)sc2ccccc21,0.4,-7%,1,18%,0%,-1%,-17%,-5%
COCCN(C(=O)CCN1C(=O)C2CC=CCC2C1=O)c1c(N)n(CC(C)C)c(=O)[nH]c1=O (stereo unspecified),0.4,1%,-2,5%,9%,-6%,-10%,-13%
Cc1cc(C)cc(C(O)c2ncc(-c3cccc(F)c3)[nH]2)c1 (stereo unspecified),0.1,-2%,5,23%,-1%,-1%,-13%,-5%

# The main list resumes, repeating the 2 entries before the break.
SMILES,IL2 activator,EPAC1 antagonist,PI5P4K alpha inh,Abeta yeast res,WRN inhibitor,EPAC1 ag,FUS suppressor,PLK1 PBD inh
COC(=O)c1c(NC(=O)C2=COCCO2)sc(C)c1C,-0.6,-23%,5,11%,-22%,-12%,12%,-7%
CCn1c(=NC(=O)CSCC(=O)Nc2nccs2)sc2ccccc21,0.4,-7%,1,18%,0%,-1%,-17%,-5%
COC(=O)C[C@H]1c2cc(F)ccc2S(=O)(=O)N1Cc1ccccc1OC,-0.4,10%,0,8%,-4%,6%,-16%,-5%
C#CCCC/C(=C\C(=O)N(C)[C@H](C(=O)N(C)[C@H](C(=O)N(C)[C@H](C(=O)N(C)[C@H](C(N)=O)C(C)C)C(C)C)C(C)C)C(C)C)OC,-0.4,-1%,10,7%,-9%,-18%,39%,0%
CCCn1cnc2c(=S)nc(N)[nH]c21,-0.7,6%,-17,-4%,-9%,5%,6%,0%
COc1ccc(N2CC(C)Cn3c2nc2c3c(=O)n(CCN3CCOCC3)c(=O)n2C)cc1 (stereo unspecified),0.0,10%,2,4%,4%,1%,-6%,1%
CCn1nc(C(=O)OCC(=O)NC(C)C)c2ccccc2c1=O,-2.6,-16%,-22,-21%,5%,6%,6%,19µM*
O=C(NCCCC1CCCC1)C1CCC(=O)N(Cc2cccc(C(F)(F)F)c2)C1 (stereo unspecified),-0.5,-19%,5,2%,-10%,-6%,nt,7%
CN1CCN(CC(=O)Nc2ccc(OC(F)(F)F)cc2)CC1,-3.6,7%,2,-22%,-24%,-10%,27%,5%
CN(C)S(=O)(=O)c1cccc(NC(=S)N/N=C/c2ccco2)c1,-0.4,-4%,-3,?,-1%,6%,6%,-11%
CC1CCC(NC(=O)CN2C(=O)C3CC=CCC3C2=O)CC1 (stereo unspecified),2.3,-3%,-1,-12%,-1%,0%,-16%,-4%
C/C(CS(=O)(=O)c1ccc(Cl)cc1)=N/NC(N)=S,-0.6,10%,0,-12%,-12%,-1%,7%,4%
Cc1cc(Nc2cc(Cl)cc(Cl)c2)nc(N)n1,1.1,2%,-2,-8%,3%,2%,3%,5%
C/C(N)=C(/C#N)C(=O)CSc1nc2scc(-c3ccccc3)c2c(=O)n1C,-5.2,-23%,-13,6%,-22%,2%,-2%,4%

# Four entries from above, sorted by the value under PI5P4K alpha inh, rising.
smiles | PI5P4K alpha inh
C/C(N)=C(/C#N)C(=O)CSc1nc2scc(-c3ccccc3)c2c(=O)n1C | -13
CC1CCC(NC(=O)CN2C(=O)C3CC=CCC3C2=O)CC1 (stereo unspecified) | -1
COC(=O)C[C@H]1c2cc(F)ccc2S(=O)(=O)N1Cc1ccccc1OC | 0
COc1ccc(N2CC(C)Cn3c2nc2c3c(=O)n(CCN3CCOCC3)c(=O)n2C)cc1 (stereo unspecified) | 2

# Continuation.
SMILES,IL2 activator,EPAC1 antagonist,PI5P4K alpha inh,Abeta yeast res,WRN inhibitor,EPAC1 ag,FUS suppressor,PLK1 PBD inh
CC(=O)Nc1ccc(Oc2ccc(NC(C)=O)c(NC(C)=O)c2)cc1,1.1,-26%,5,2%,-5%,7%,-7%,-4%
Cc1nn(CC(=O)NCc2ccc(-n3cccn3)cc2)c(C)c1[N+](=O)[O-],-2.5,0%,-1,3%,7%,-4%,nt,2%
Cn1cccc1C(=S)N1CCOCC1,-0.9,2%,-8,7%,4%,-5%,-10%,?
Cc1ccc(C(=O)OCC2OC3OC(C)(C)OC3C2O)cc1 (stereo unspecified),1.2,-11%,2,-8%,1%,-4%,15%,-7%
COc1ccc(OC)c(NC(=O)CN2CCC(C(=O)c3ccc(C)cc3)CC2)c1,-2.0,-6%,nt,13%,-14%,13%,?,-1%
COCCNc1nc(-c2ccc(OC)cc2)c(-c2ccc(OC)cc2)s1,-0.1,-20%,4,-38%[inhibitor],-4%,14%,42%,?
CCOC(=O)C(NC(=O)c1cccc(Cl)c1)(OCc1ccccc1)C(F)(F)F (stereo unspecified),-5.5,?,0,6%,-4%,0%,18%,-5%
Cn1c(SCCC#N)nnc1-c1ccccc1F,-0.3,-19%,-14,12%,-2%,4%,-8%,-2%
COCCCN=Cc1c(C)[nH]n(-c2ccc(Br)cc2Br)c1=O,0.3,-3%,0,-13%,1%,4%,39%,-17%
O=c1c2c(-c3cccs3)csc2[nH]c(=S)n1-c1ccccc1,-2.9,7%,?,-16%,-18%,-1%,10%,21µM*
O=C(COc1ccc(Br)cc1Cl)N1CCN(c2ncccn2)CC1,-0.4,-22%,-5,-4%,1%,3%,23%,-8%
Cc1nonc1NC(=O)CSc1ccccn1,-0.5,-19%,2,7%,11%,5%,10%,-10%

# Compounds listed so far containing a furan ring, fused or not, in the order listed:
SMILES,IL2 activator,EPAC1 antagonist,PI5P4K alpha inh,Abeta yeast res,WRN inhibitor,EPAC1 ag,FUS suppressor,PLK1 PBD inh
O=C(NCC(c1ccco1)N1CCc2ccccc2C1)C(=O)Nc1ccccc1 (stereo unspecified),-2.9,2%,3,11%,-8%,5%,5%,1%
CN(C)S(=O)(=O)c1cccc(NC(=S)N/N=C/c2ccco2)c1,-0.4,-4%,-3,?,-1%,6%,6%,-11%

# The list goes on.
SMILES,IL2 activator,EPAC1 antagonist,PI5P4K alpha inh,Abeta yeast res,WRN inhibitor,EPAC1 ag,FUS suppressor,PLK1 PBD inh
Cc1cccc(-c2cc3nc(C)cc(N4CC(C)CC(C)C4)n3n2)c1 (stereo unspecified),0.9,1%,0,-16%,-5%,5%,11%,-6%
Cc1ccc(C)c(NC(=O)CN(C)C(=O)c2ccccc2OCc2ccc(Cl)cc2)c1,-3.0,-17%,1,-9%,-10%,3%,9%,2%
COc1cc(C2CC(=O)c3cnc(NC(=O)COc4ccccc4)nc3C2)cc(OC)c1OC (stereo unspecified),-0.2,13%,nt,10%,3%,0%,26%,-10%
CC(=O)Nc1ccc(-c2ccnc3c2CC(C)(C(=O)NCC2CC2)O3)cc1 (stereo unspecified),-0.3,3%,1,-14%,5%,5%,0%,-1%
CC(C)(C)OC(=O)NCCc1nnc(SCc2ccccc2Cl)o1,-0.8,-14%,nt,11%,-9%,7%,18%,-1%
O=C(NCc1ccc2c(c1)OCO2)c1cc(-c2ccccc2Cl)on1,-0.4,-10%,6,-9%,1%,13%,?,-9%
Cc1ccc(C(=O)Nc2cc(C(F)(F)F)ccc2-n2cncn2)o1,2.1,-6%,-4,-18%,5%,-19%,-29%,-1%
Cc1ccc(CNC(=O)CN(C(=O)C2(C)CC(=O)N=C3C=CC=CN32)c2ccc(F)cc2)cc1 (stereo unspecified),-0.3,3%,-2,-23%,9%,-1%,18%,-4%
Cc1cc(C(=O)CCl)c(C)n1-c1c(C)n(C)n(-c2ccccc2)c1=O,-0.8,1%,1,0%,-7%,9%,28%,-12%
COc1cccc(C(C)(O)c2nc(-c3cnn(C)c3)cs2)c1 (stereo unspecified),0.7,-8%,-8,-6%,13%[57.1 µM],-16%,-15%,-10%
Cn1ccc(CC(=O)N2CCC(N3CCC(C(=O)N4CCCC4)CC3)CC2)c1,-0.7,-3%,1,-2%,3%,-7%,9%,4%
N#C/C(=C\c1c(Oc2ccc(Cl)cc2)nc2ccccn2c1=O)C(=O)NC1CCS(=O)(=O)C1 (stereo unspecified),-2.5,-6%,-7,-4%,9%,6%,35%,-11%
